TRPC4 act – opens the mouse TRPC4 cation channel; B-score at 10 µM; Q9QUQ5; hit rate 0.49% among 310,000; HEK293 TRPC4beta/mu-opioid, Fluo4 calcium fluorescence; hits give high values;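 active = B-score above 5 SD of library B-scores, and initial fluorescence ratio not above library mean plus 5 SD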;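 note: positive B-score marks a calcium rise read as TRPC4 activation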
Target sequence (Q9QUQ5 whole entry, looked up): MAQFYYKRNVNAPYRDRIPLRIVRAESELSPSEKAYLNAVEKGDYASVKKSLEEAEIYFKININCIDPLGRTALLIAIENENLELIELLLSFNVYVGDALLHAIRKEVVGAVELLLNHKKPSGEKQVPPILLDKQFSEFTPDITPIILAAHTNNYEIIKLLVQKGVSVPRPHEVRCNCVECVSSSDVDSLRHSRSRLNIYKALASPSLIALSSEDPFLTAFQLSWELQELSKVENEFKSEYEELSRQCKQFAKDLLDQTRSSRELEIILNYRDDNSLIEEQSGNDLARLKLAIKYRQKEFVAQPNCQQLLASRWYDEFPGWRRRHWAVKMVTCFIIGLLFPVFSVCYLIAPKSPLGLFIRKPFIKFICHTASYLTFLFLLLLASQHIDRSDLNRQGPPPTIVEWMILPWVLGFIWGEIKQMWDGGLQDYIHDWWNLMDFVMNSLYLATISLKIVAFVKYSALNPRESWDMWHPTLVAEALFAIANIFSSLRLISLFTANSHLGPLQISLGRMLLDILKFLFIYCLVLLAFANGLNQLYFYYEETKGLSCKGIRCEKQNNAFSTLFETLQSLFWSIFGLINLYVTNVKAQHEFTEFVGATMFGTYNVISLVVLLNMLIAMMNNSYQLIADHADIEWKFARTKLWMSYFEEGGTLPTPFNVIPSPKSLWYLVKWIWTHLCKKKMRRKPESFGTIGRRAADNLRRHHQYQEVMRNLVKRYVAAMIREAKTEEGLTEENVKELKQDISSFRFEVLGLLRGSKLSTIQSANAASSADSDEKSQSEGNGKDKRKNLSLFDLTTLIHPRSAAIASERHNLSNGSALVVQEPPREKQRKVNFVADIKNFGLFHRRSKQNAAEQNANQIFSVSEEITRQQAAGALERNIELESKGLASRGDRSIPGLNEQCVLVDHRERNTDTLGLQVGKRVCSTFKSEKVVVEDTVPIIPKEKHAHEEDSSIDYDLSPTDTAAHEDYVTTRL
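Assay system: HEK293 cells stably co-expressing mouse TRPC4beta and mu-opioid receptor / Timing: Fluo4 dye loading 45 min at room temperature, 110 s recording / Signal: Fluo4 calcium-sensitive dye fluorescence, kinetic, 1 Hz baseline / Read-out: integrated baseline-normalised fluorescence ratio, converted to per-well B score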
MrgX1 allo act – human MrgX1 positive allosteric modulation, primary screen; MrgX1-HEK293, Fluo-4 calcium flux, FDSS; hits give high values; Q96LB2; hit rate 0.63% among 310,000; B-score at 10 µM;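 active = plate-corrected calcium response at least 3 library SD above typical, normal starting fluorescence, not activating the receptor alone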;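 note: compound read alongside a low EC10 to EC30 dose of BAM8-22 agonist; peak minus trough fluorescence over baseline measured at the second addition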
HIF activator – HIF pathway transcriptional activation | U2OS HRE-luciferase reporter, luminescence; normalized: DMSO 0%, desferrioxamine 100% | activation, % at 7.5 µM (by protocol) | hit rate 0.32% among 300,000;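 active = mean activation of at least 10% of the iron chelator positive control signal, with at least half of replicates also reaching 10%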
TRPC6 activator – activates the mouse TRPC6 cation channel. Q61143. HEK293-TRPC6 membrane potential dye fluorescence; hits give high values. B-score at 10 µM. hit rate 0.13% among 310,000. AID 2550;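 active = B-score of the integrated fluorescence ratio above library mean plus 3 SD, and starting fluorescence ratio within library mean plus 5 SD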;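 note: higher score means more depolarization so channel activation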
MrgX1 agonist – activates human MrgX1 receptor signaling; hit rate 0.44% among 310,000; AID 588627; B-score at 10 µM; MrgX1-HEK293 cells, Fluo-4 calcium fluorescence, agonist mode; hits give high values;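 active = calcium response B-score plate-corrected fluorescence ratio at least 3 library SD, with starting fluorescence B-score inside 5 SD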
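Material: MrgX1-expressing HEK293 cells / Dosing: compound as first of three additions / Incubation: overnight seeding, then 1 h dark dye loading / Signal: Fluo-4 NW calcium fluorescence / Evaluation: B-scored fluorescence response ratio / Benchmarks: positive and negative control wells on each plate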
TRPC6 inhibitor – blocks the mouse TRPC6 cation channel. hit rate 1.1% among 310,000. B-score at 10 µM. HEK293-TRPC6, membrane potential dye, ACh-evoked depolarization; hits give low values. Q61143. AID 2553;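 active = B-score under library mean minus 3 SD, initial fluorescence not abnormally high, positive integrated signal ratio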;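 note: B-score derived from integrated fluorescence ratio over the kinetic read; more negative B-score means stronger inhibition of depolarization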
AI-2 QS mod – modulates the Vibrio harveyi AI-2 quorum sensing system; Vibrio harveyi JMH597 AI-2 luminescence/OD600 ratio, 9 h; hits give low values; strain lacks LuxN and CqsS sensors; 0 = neutral-control median; activity change, % at 7.5 µM; hit rate 0.4% among 300,000; in the data active = activity change below about -75%, passing the limit was not always enough;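 note: luminescence divided by OD600 gain over 9 h not by final OD600 alone; inactives centre near 13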
TRPC4 block – inhibitors of mouse TRPC4 channel; B-score at 10 µM; hit rate 0.39% among 300,000; Q9QUQ5; HEK293 TRPC4beta/mu-opioid, DAMGO-evoked Fluo4 calcium flux; hits give low values;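 active = B-score over 3 SD under the library average, no early fluorescence shift, positive overall ratio signal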
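Material: HEK293 cells with stable TRPC4beta plus mu-opioid receptor expression / Probe or stimulus: DAMGO in two steps, submaximal then maximal / Compound: single concentration per test compound / Technique: kinetic Fluo4 fluorescence imaging of calcium influx / Read-out: per-well B score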
PolyA inhibitor – inhibitors of polyadenylation in S. cerevisiae. hit rate 0.02% among 300,000. calls only at 12 µM. AID 1875. S. cerevisiae SKY197-pL101 polyadenylation reporter, beta-gal luminescence; efflux-impaired pdr1/pdr3 knockout yeast; score 100 = 6 SD above DMSO;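 active = lowest replicate activity score at least 50, where 100 means six control SD above control mean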;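 note: yeast exposed to compound for 9 h at 30 °C; higher score means more reporter readthrough which indicates perturbed polyadenylation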
TRPC4 potent – TRPC4 (mouse) allosteric potentiation | Q9QUQ5 | AID 2227 | B-score at 10 µM | HEK293 TRPC4beta/mu-opioid, DAMGO EC20, Fluo-4 Ca2+ flux; hits give high values | hit rate 0.42% among 310,000;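 active = B-score of calcium response area above 5 SD of library B-scores, with initial fluorescence ratio within 5 SD of library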;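 note: B-score of integrated fluorescence ratio over time as area under calcium response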
MrgX1 antag – blocks BAM8-22 activation of human MrgX1 receptor; MRGX1-HEK293 calcium flux, Fluo-4, BAM8-22 antagonism; hits give low values; B-score at 10 µM; hit rate 1.3% among 310,000;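 active = calcium-response B-score plate-corrected more than 3 library SD below zero, starting fluorescence within 5 deviations, no agonist response on first addition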;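 note: peak minus trough fluorescence over baseline after final BAM8-22 challenge near maximal dose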
* hit, by the source's call; i = inactive; x = not tested or not shown.

Every second line gives: TRPC4 act | MrgX1 allo act | HIF activator | TRPC6 activator | MrgX1 agonist | TRPC6 inhibitor | AI-2 QS mod | TRPC4 block | PolyA inhibitor | TRPC4 potent | MrgX1 antag
> O=S(=O)(Nc1ccc2c(c1)OCCO2)c1ccc2oc3ccccc3c2c1
  i | i | 0.5 | i | i | i | 31 | i | i | i | i
> Cn1cccc1C(C(=O)NC1CCCCC1)N(C(=O)Cc1cccs1)C1CC1 (stereo not given)
  i | i | -0.4 | i | i | i | 13 | i | i | i | i
> Cc1nc2ccccc2cc1C(=O)O
  i | i | 0.4 | i | i | i | 21 | i | i | i | i
> COc1ccc(N2C(=O)CC(SCC(=O)O)C2=O)cc1 (stereo not given)
  i | i | -0.1 | i | i | i | 37 | i | i | i | i
> CN1C(=O)C(C)(C)c2cc(S(=O)(=O)N3CCN(c4cccc(Cl)c4)CC3)ccc21
  i | i | 0.5 | i | i | i | 32 | i | i | i | i
> O=[N+]([O-])c1cccc(S(=O)(=O)NCC2CCCO2)c1 (stereo not given)
  i | i | 0.1 | i | i | i | 7 | i | i | i | i
> C=C(C)c1cccc(C(C)(C)NC(=O)N2CCN(c3ncccn3)CC2)c1
  i | i | -0.1 | i | i | i | 10 | i | i | i | i
> CC(=O)Nc1cccc(NC(=O)c2csc(C)c2)c1
  i | i | 0.8 | i | i | i | 23 | i | i | i | i
> CCOC(=O)COc1coc(CN2CCN(c3cccc(Cl)c3)CC2)cc1=O
  i | i | -0.8 | i | i | i | 57 | i | i | i | i
> CCCN1CCN(C(=O)c2cn(CC(C)C)c(=O)c3cc(OC)c(OC)cc23)CC1
  i | i | 0.3 | i | i | i | 15 | i | i | i | i
> COc1cc2c(cc1OC)CN(C1CC(=O)N(c3c(C)cccc3C)C1=O)CC2 (stereo not given)
  i | i | -0.4 | i | i | i | 30 | i | i | i | i
> Cc1cccc(N(C(=O)c2cnc3n(c2=O)CCS3)C2CCCCC2)c1
  i | i | -0.3 | i | i | i | 22 | i | i | i | i
> Cc1ccccc1NC(=S)NC(C)CCc1ccccc1 (stereo not given)
  i | i | 1.0 | i | i | i | 4 | i | i | i | i
> Cc1cccc(NC(=O)C(C)Oc2ccccc2C)n1 (stereo not given)
  i | i | -0.7 | i | i | i | 9 | i | i | i | i
> CCNC(=O)c1c(NC(=O)C2COc3ccccc3O2)sc2c1CCCC2 (stereo not given)
  i | i | 0.1 | i | i | i | 5 | i | i | i | i
> O=[N+]([O-])c1ccc(C(O)CN=Cc2ccc(O)cc2O)cc1 (stereo not given)
  i | i | -0.1 | i | i | i | 1 | i | i | i | i
> CCOC(=O)C(/C=C(\C#N)C(=O)OCC)=C(/N)N1CCN(c2c(C)cccc2C)CC1
  i | i | -0.2 | i | i | i | 40 | i | i | i | i
> Cc1cc(/C=C(/C#N)C(=O)Nc2ccccc2)c(C)n1-c1cccnc1
  i | i | 2.7 | i | i | i | -9 | i | i | i | i
> CC(C)OCCCNC(=O)CN1CCN(Cc2ccc(Cl)cc2)C1=O
  i | i | -0.6 | i | i | i | 19 | i | i | i | i
> COc1cc(NC(=O)CCC(=O)O)nc(OC)n1
  i | i | 0.0 | i | i | i | 26 | i | i | i | i
> CC(=O)Nc1ccc(S(=O)(=O)N2CCN(c3cc4c(cc3[N+](=O)[O-])n(C)c(=O)n4C)CC2)cc1
  i | i | -0.2 | i | i | i | 9 | i | i | i | i
> CC1CN(CCc2ccccc2)c2nc3c(c(=O)n(C)c(=O)n3C)n2C1 (stereo not given)
  i | i | 0.2 | i | i | i | 19 | i | i | i | i
> COc1ccc(N2CC(C(=O)Nc3nc(-c4ccccc4)c(C(C)=O)s3)CC2=O)c(OC)c1 (stereo not given)
  i | i | -0.1 | i | i | i | 24 | i | i | i | i
> COc1ccc(Cl)cc1NC(=S)NNC(=O)C1(C)CC1(Cl)Cl (stereo not given)
  i | i | -0.3 | i | i | i | 13 | i | i | i | i
> CCN(Cc1ccccc1)c1ccc(N=Nc2nn(C)c(C)c2[N+](=O)[O-])cc1
  i | i | 4.0 | i | i | i | 30 | i | i | i | i
> CCOC(=O)C(C)Oc1cccc2c(=O)n(CC(=O)Nc3cccc(OC)c3)ccc12 (stereo not given)
  i | i | -0.2 | i | i | i | 40 | i | i | i | i
> Cc1nnc(NN)n(N)c1=O
  i | i | 0.0 | i | i | i | -4 | i | i | i | i
> COc1cc(O)c(CCO)c2c1C(=O)C[C@@H](C)O2
  i | i | 0.4 | i | i | i | 10 | i | i | i | i
> CCOC(=O)C1CCN(Cc2cccc(Oc3ccc(Cl)cc3)c2)CC1
  i | i | 1.3 | i | i | i | 45 | i | i | i | i
> O=C(COc1ncnc2ccccc12)c1ccc2c(c1)OCCO2
  i | i | 1.2 | i | i | i | 55 | i | i | i | i
> Cc1cc2c(=O)oc(-c3ccc(F)cc3)nc2s1
  i | i | 1.3 | i | i | i | -8 | i | i | i | -23*
> CCCCn1c(=N)n(CC(=O)c2ccco2)c2ccccc21
  i | i | -0.2 | i | i | i | 8 | i | i | i | i
> Clc1ccc(Nc2ccc(-n3ccnc3)nn2)cc1Cl
  i | i | 0.3 | i | i | i | 55 | i | i | i | i
> O=C1CCN(CCCc2ccccc2)CCN1[C@H](CO)c1ccccc1
  i | i | -0.2 | i | i | i | -3 | i | i | i | i
> C=CCOC(=O)/C(=C\c1cccc2ccccc12)NC(=O)c1ccccc1
  i | i | 1.0 | i | i | i | 16 | i | i | i | i
> CCOc1ccc2nc(SCC(=O)c3ccc(C)s3)sc2c1
  i | i | -7.8 | i | i | i | 15 | i | i | i | i
> O=C1Cc2ccccc2C(=O)N1Cc1ccccc1
  i | i | x | i | i | i | 25 | i | x | i | i
> Cc1nccn1CCCNCc1c(C(=O)N2CCCCCCC2)nc2ccc(Cl)cn12
  i | i | -0.4 | i | i | i | 14 | i | i | i | i
> COc1ccccc1C(=O)NC(CCSC)C(=O)N1CCC(Cc2ccccc2)CC1 (stereo not given)
  i | i | -0.7 | i | i | i | -9 | i | i | i | i
> COC(=O)Nc1ccc(Cn2cc(C(F)(F)F)ccc2=O)cc1
  i | i | -0.1 | i | i | i | 14 | i | i | i | i
> COc1ccccc1NC(=O)CSc1nc(O)cc(=O)[nH]1
  i | i | -0.3 | i | i | i | 32 | i | i | i | i
> O=C(c1cc2ccccc2o1)n1nnc2ccccc21
  i | i | 0.2 | i | i | i | 18 | i | i | i | i
> COc1ccc(Cl)cc1S(=O)(=O)N1CCC(O)(c2ccc(Cl)cc2)CC1
  i | i | -0.3 | i | i | i | 8 | i | i | i | i
> O=c1cc(O)nc(SCc2ccccc2)n1-c1ccc(Cl)cc1
  i | i | 0.4 | i | i | i | 31 | i | i | i | i
> CCN(CC)CCNC(=O)c1ccc(CS(=O)(=O)c2ccccc2C)o1
  i | i | -1.2 | i | i | i | -4 | i | i | i | i
> COc1ccc(/C(N)=N/OC(=O)c2cccc([N+](=O)[O-])c2)cc1
  i | i | 1.5 | i | i | i | 23 | i | i | i | i
> CN1CCN(C(=O)c2ccccc2NC(=O)c2cccc(Cl)c2)CC1
  i | i | 0.0 | i | i | i | 26 | i | i | i | i
> Cc1nn(-c2ccc(F)cc2)c2nc(N)c(C#N)c(-c3cccs3)c12
  i | i | -0.9 | i | i | i | 4 | i | i | i | i
> COc1ccc(NC(=O)CCNC(=O)c2ccco2)c(OC)c1
  i | i | -1.3 | i | i | i | x | i | i | i | i
> Cc1cc(=O)oc(C)c1C(=O)NCCCN1CCN(c2ccccc2F)CC1
  i | i | -0.1 | i | i | i | 19 | i | i | i | i
> COC(=O)c1[nH]c2ccc(C)cc2c1NC(=O)C1=COCCO1
  x | i | 1.7 | x | i | x | 16 | x | i | x | i
> O=C(COC(=O)C1CC2CCCC(C1)C2=O)NNC(=O)c1ccc([N+](=O)[O-])cc1 (stereo not given)
  i | i | -0.2 | i | i | i | 32 | i | i | i | i
> COc1ccc(-c2cc(=O)oc3cc(OC(C)C(=O)NC4CC4)ccc23)cc1 (stereo not given)
  i | i | -0.1 | i | i | i | 5 | i | i | i | i
> O=c1c2ccccc2nc2n1C(CSc1ccc(F)cc1)CS2 (stereo not given)
  i | i | -0.2 | i | i | i | 7 | i | i | i | i
> O=C(O)c1cccc(Nc2nc(N3CCOCC3)nc(N3CCOCC3)n2)c1
  i | i | 0.1 | i | i | i | 17 | i | i | i | i
> O=C(N/N=C1\CCCc2c1[nH]c1ccc(Cl)cc21)c1ccncc1
  i | i | -0.6 | i | i | i | 3 | i | i | i | i
> COCCCN1C(=O)c2ccc(C(=O)N3CCN(c4ccc(OC)cc4)CC3)cc2C1=O
  i | i | -1.1 | i | i | i | 19 | i | i | i | i
> O=C(CN(C(=O)c1csnn1)c1ccccc1C(F)(F)F)NCc1ccccc1
  i | i | 0.1 | i | i | i | 10 | i | i | i | i
> O=C(CNC(=S)N(Cc1ccccc1)Cc1cccnc1)NC1CC1
  i | i | -0.1 | i | i | i | 12 | i | i | i | i
> CCOC(=O)c1c(-c2ccc(Cl)cc2)csc1NC(=O)CNCc1ccco1
  i | i | 0.7 | i | i | i | 16 | i | i | i | i

Continuation:
Every second line gives: TRPC4 act | MrgX1 allo act | HIF activator | TRPC6 activator | MrgX1 agonist | TRPC6 inhibitor | AI-2 QS mod | TRPC4 block | PolyA inhibitor | TRPC4 potent | MrgX1 antag
> CN1CCN(Cn2cc(/C=C/C(=O)c3ccccc3)c3ccccc32)CC1
  i | i | 2.6 | i | i | i | 13 | x | i | i | i
> COc1cc(OC)cc(N2C(=O)CC(N3CCC(C(=O)N4CCCCC4)CC3)C2=O)c1 (stereo not given)
  i | i | -0.4 | i | i | i | 8 | i | i | i | i
> O=C(CCCCCNC(=S)Nc1ccc(Cl)cc1)C[N+](=O)[O-]
  i | i | 0.1 | i | i | i | 8 | i | i | i | i
> Cc1nc2n(n1)C(O)c1cc([N+](=O)[O-])ccc1S2 (stereo not given)
  i | i | -0.1 | i | i | i | 6 | i | i | i | i
> O=C(O)CSCC(=O)NCc1ccccc1
  i | i | -0.1 | i | i | i | 22 | i | i | i | i
> COC(=O)C1Cc2ccccc2CN1S(=O)(=O)c1ccc(C)cc1 (stereo not given)
  i | i | -0.1 | i | i | i | 4 | i | i | i | i
> CC(=O)c1ccc(OC(=O)c2cccs2)cc1
  i | i | -0.3 | i | i | i | 9 | i | i | i | i

Assay outcomes deposited in PubChem BioAssay by several laboratories.

A portion of the library; the hit share may differ from the screen's.
